Source: PubChem (National Center for Advancing Translational Sciences (NCATS))
AMA1-RON2 inh = disrupts binding of P. falciparum AMA1 to RON2 | AlphaScreen AMA1-biotinylated RON2 peptide binding | Potency, µM (doses to about 58.2 µM), without a hit: at the highest dose activity change, negative = inhibition, most hits filed as inhibitors | 360,000 compounds, 0.2% hits;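 further: potency means the concentration at half of the fitted maximal effect; 0% = vehicle wells and -100% = peptide control; nearly all actives have a fitted effect of over 45% in size; some results filed as inactive show a strong effect at the top dose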
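AMA1 (3D7) with his tag at 25 nM final met compounds first, then biotinylated RON2 peptide at 25 nM; detection used donor plus acceptor beads, 10 µg/mL apiece, read by AlphaScreen after 30 min at room temperature.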
Shiga toxin inh = blocks Shiga toxin action in Vero cells | Vero cells, Shiga toxin protein synthesis inhibition reporter | inhibition, % at 38.7 µM | 290,000 compounds, 9.2% hits | AID 2315; in the data active means inhibition mostly above about 28%, no sharp cut-off; inactive means mostly below about 43%; further: 0% is about no effect
AmpC inh detg = AmpC beta-lactamase inhibition with detergent present; AID 485294; AmpC hydrolysis of nitrocefin, absorbance 480 nm, 0.01% Triton; P00811; Potency, µM (top dose mostly 114 µM), for the others: at the top dose activity change, negative = inhibition, actives largely listed as inhibitors; 370,000 compounds, 0.041% hits;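 further: potency means the concentration at half of the fitted maximal effect; 0% = no-compound wells and -100% = no-enzyme wells; nearly all actives have a fitted effect of over 25% in size; some results filed as inactive show a strong effect at the top dose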
Target sequence (P00811 whole entry, looked up): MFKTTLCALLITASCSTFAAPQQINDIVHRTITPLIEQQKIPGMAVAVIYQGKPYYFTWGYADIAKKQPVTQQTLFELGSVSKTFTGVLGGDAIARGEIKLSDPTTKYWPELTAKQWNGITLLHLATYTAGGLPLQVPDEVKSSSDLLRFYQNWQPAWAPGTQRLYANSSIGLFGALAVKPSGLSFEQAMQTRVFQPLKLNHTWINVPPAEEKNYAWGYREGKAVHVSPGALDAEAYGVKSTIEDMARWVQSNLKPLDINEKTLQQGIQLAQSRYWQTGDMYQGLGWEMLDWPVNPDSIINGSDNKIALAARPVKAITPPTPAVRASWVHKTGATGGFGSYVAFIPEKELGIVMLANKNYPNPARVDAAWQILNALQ
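AmpC (5.3 nM in the dispensed reagent) in 20 mM phosphate pH 7.0 with 0.01% (detergent screen) or 0.0001% Triton X-100 was preincubated with compounds for 15 min at room temperature. Nitrocefin was then added from an 800 uM solution, and hydrolysis was followed at 480 nm.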
HCMV antiviral = inhibitors of human cytomegalovirus | HFF cells, HCMV-luciferase reporter, 72 h; hits give low values | activity change, negative = inhibition, % at 57.5 µM | 410,000 compounds, 4.5% hits | AID 1259415; in the data active means activity change below about -60%; inconclusive means no clear call, values can overlap the other calls; inactive means above about -39%; further: on the % scale 0 is the no-effect control and ±100 the full control effect
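Luciferase read-out from HCMV-luciferase-infected HFFs (MOI 1 PFU/cell) 72 h post infection at 37C; compounds added after 16 h cell attachment; activity normalized between buffer-only basal and Salinomycin (10uM) inhibitor controls.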
FBPA Giardia inh = blocks Giardia fructose-bisphosphate aldolase activity; Potency, µM (doses to about 59.6 µM), inactives show top-dose activity, negative = inhibition, hits mostly inhibitors; AID 2451; purified Giardia FBPA; 290,000 compounds, 0.71% hits; further: potency means the concentration at half of the fitted maximal effect; on the % scale 0 is the no-effect control and ±100 the full control effect; nearly all actives have a fitted effect of over 55% in size
Target sequence (A8B2U2 whole entry, looked up): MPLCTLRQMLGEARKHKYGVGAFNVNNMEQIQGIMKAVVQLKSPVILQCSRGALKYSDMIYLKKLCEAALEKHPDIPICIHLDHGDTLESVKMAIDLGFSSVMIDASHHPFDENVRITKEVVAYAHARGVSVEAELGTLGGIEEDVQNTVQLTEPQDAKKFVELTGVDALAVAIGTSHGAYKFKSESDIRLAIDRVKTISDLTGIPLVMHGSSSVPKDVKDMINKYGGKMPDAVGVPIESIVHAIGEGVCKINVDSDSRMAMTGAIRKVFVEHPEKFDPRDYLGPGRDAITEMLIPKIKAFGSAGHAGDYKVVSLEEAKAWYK
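Giardia FBPA (40 nM reagent) was preincubated 10 min at RT with compound (up to 57.5 uM final), then substrate plus GAPDH/TPI/NAD/arsenate coupling system with diaphorase/resazurin was added; resorufin fluorescence (525/598 nm) was read after 20 min.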
AmpC inh no detg = AmpC beta-lactamase inhibition without detergent; AmpC nitrocefin hydrolysis, absorbance 480 nm, 0.0001% Triton; 330,000 compounds, 0.52% hits; Potency, µM (doses to about 57.1 µM), for the others: at the highest dose activity change, negative = inhibition, hits mostly inhibitors; P00811;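 further: potency means the concentration at half of the fitted maximal effect; plate controls were no compound for no effect and no enzyme for full effect; nearly all actives have a fitted effect of over 20% in size; some results filed as inactive show a strong effect at the top dose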
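AmpC (5.3 nM in the dispensed reagent) in 20 mM phosphate pH 7.0 with 0.01% (detergent screen) or 0.0001% Triton X-100 was preincubated with compounds for 15 min at room temperature. Nitrocefin was then added from an 800 uM solution, and hydrolysis was followed at 480 nm.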
Cycloheximide cs = counter-screen hit for Shiga toxin inhibitors, cycloheximide | max response, % | 300,000 compounds, 12% hits | cell reporter, cycloheximide protein synthesis inhibition counterscreen; in the data active means max response mostly above about 13%, no sharp cut-off; inactive means mostly below about 14%; further: read at 38.3 µM for the half of the compounds with a filed dose; 0% is about no effect
Active calls of the source: *; ? = inconclusive; . = no result given; & = joins results of further samples; [ ] = dose if it differs, or a comment. Unless noted, the call rests on the fitted dose curve; in most records, active means well fitted curve in the direction sought with a large enough effect; inconclusive means small, poorly fitted or top-dose-only effect, or another doubt; inactive means no such curve, though single readings can be large; an effect the other way counts as inactive or inconclusive.

SMILES	HCMV antiviral	AmpC inh detg	AmpC inh no detg	Shiga toxin inh	FBPA Giardia inh	AMA1-RON2 inh	Cycloheximide cs
CCCN1CCN(CC(=O)Nc2nnc(CC)s2)CC1	15	2%	-13%	-4	?	11%	1
CC(=O)N1CCN(c2ccc(NC(=S)NC(=O)COc3ccc(C(C)(C)C)cc3)cc2)CC1	?	?	6%	-10	-4%	20%	0
Cc1cc(=O)n2nc(N3CCC(C(=O)NCc4ccccc4F)CC3)sc2n1	?	-8%&17%	-3%	-11	3%	-2%	-1
Cc1ccnc(NC(=O)C(C)n2cc([N+](=O)[O-])cn2)c1 (stereo not given)	?	2%	2%	-6	2%	-1%	9
Cc1cc(C)c2ccc3c(C)c(C)n(C)c3c2n1	?	4%	-14%	-24	1%	-4%	5
COc1ccc(N=NC2=C(O)CC(C)(C)CC2=O)c(OC)c1	-3	-5%	48%	53*	-2%	-15%	19
Cc1ccc(/C=N/OC(=O)c2c(C)noc2-c2snnc2C)cc1	25	6%	-5%	-2	5%	5%	-3
O=c1c(-c2ccc3c(c2)OCCO3)c(C(F)(F)F)oc2cc(O)cc(O)c12	-91*	-12%	-26%	-8	9%	-7%	-1
O=C(CSc1nnc2scc(-c3ccccc3)n12)N1CCN(Cc2ccccc2)CC1	-28	-4%	69%[activator]	-4	6%	5%	-3
COC(=O)CCNC(=O)Cc1ccc(S(=O)(=O)N2CCCCC2)s1	13	?	-34%	.	.	-14%	.
Cc1cc(N2CCCC2=O)cc(C)c1S(=O)(=O)NCCOc1ccc(C(C)(C)C)cc1	-91*	-8%	10%	0	-3%	-5%	-5
COc1ccccc1-c1cc(-c2ccccc2)nc(SC(C(N)=O)c2ccccc2)c1C#N (stereo not given)	?	-4%	-31%	-16	6%	0%	6
COCCNC(=O)/C(C#N)=C/c1c(N2CCN(c3ccc(OC)cc3)CC2)nc2c(C)cccn2c1=O	-2	2%	106%[activator]	-3	1%	-8%	1
CC(C)(CCO)NC(=S)NC1CC2C=CC1C2 (stereo not given)	37	5%	-12%	16	4%	-5%	-5
Cc1ccccc1NC(=O)c1c(F)c(F)c(F)c(F)c1F	8	2%	-10%	-9	9%	-6%	-1
O=C(CN1CCN(Cc2ccccc2)CC1)N/N=C/c1ccccc1F	-8	-6%	3%	23	7%	15%	-2
CCCCNC(=O)CSc1nc(COc2ccccc2)nc2ccccc12	-27	2%	3%	14	3%	0%	-3
CCCC(C(=O)NC1CCCC1)N(C(=O)c1snc(C(N)=O)c1N)c1ccc(OCC)cc1 (stereo not given)	?	-5%	-25%	-10	1%	-11%	-5
Nc1ccccc1Nc1ccccc1	-4	-7%	-17%	-2	-18%	-29%	-4
CN(C)C(=O)COC(=O)/C=C/c1ccccc1[N+](=O)[O-]	67	?	-12%	45	0%	?	-1
COCCNC(=O)[C@@H]1CSC2c3ccccc3C(=O)N21 (stereo not given in full)	-26	0%	5%	15	4%	-7%	-2
CCOC(=O)/C(C#N)=C/c1c(N2CCN(C)CC2)nc2c(C)cccn2c1=O	-12	-1%	1%	-1	-3%	8%	1
N=c1c(S(=O)(=O)c2ccc(Cl)cc2)cc2c(=O)n3ccccc3nc2n1CCc1ccccc1	?	-4%	-14%	9	.	.	4
CC1(C)Cc2nc3sc4c(N5CCCC5)nnnc4c3cc2CO1	.	-13%	-9%	21	1%	.	4
COc1ccc(Cn2c(O)c(C=Nc3ccccc3)c3ccccc3c2=O)cc1	-63*	-3%	-21%	-6	-1%	2%	-4
CC(=O)Nc1ccc(SCCN2CCN(CC(C)C)CCC2=O)cc1	.	.	.	-5	1%	.	-5
COC(=O)c1cc(C(=O)c2ccc(Cl)cc2Cl)cn1C	16	6%	-5%	27	1%	7%	11
Cc1ccc(-c2ccc(=O)n(Cc3ccc(F)cc3Cl)n2)cc1	?	0%	28%	-3	13%	12%	8
COc1ccc(/C=N/n2cnc3c(sc(=S)n3-c3ccccc3)c2=O)cc1	-2	5%	2%	2	5%	3%	1
O=C(/C=C/c1ccccc1)N(Cc1cccc(Cl)c1)C1CCS(=O)(=O)C1 (stereo not given)	6	-5%	45%	-13	3%	-11%	-1

Next part; it opens with the 2 that closed the last part.
SMILES	HCMV antiviral	AmpC inh detg	AmpC inh no detg	Shiga toxin inh	FBPA Giardia inh	AMA1-RON2 inh	Cycloheximide cs
COc1ccc(/C=N/n2cnc3c(sc(=S)n3-c3ccccc3)c2=O)cc1	-2	5%	2%	2	5%	3%	1
O=C(/C=C/c1ccccc1)N(Cc1cccc(Cl)c1)C1CCS(=O)(=O)C1 (stereo not given)	6	-5%	45%	-13	3%	-11%	-1
C#CCOCOCC#CCN(CC)CC	45	7%	-7%	16	1%	9%	-5
Cc1cc(C(=O)NCc2cccnc2)no1	13	-11%	-11%	-8	6%	0%	-2
COc1cccc(-n2c(SC)nnc2-c2cnccn2)c1	45	-9%	-22%	-12	8%	11%	-4
CCN(CC)CCOc1nc(C)nc2c1oc1ccccc12	10	?	-16%	24	?	2%	12
C=CCN1C(=O)C(CC(=O)Nc2ccc(OCC)cc2)N(Cc2ccccn2)C1=S (stereo not given)	-37	-1%	82%[activator]	3	-11%	25%	1
Cc1ccc2cc(C=O)c(Cl)nc2c1	39	0%	-16%	30	4%	19%	13
COc1ccc(CCN(C(=S)Nc2ccccc2)C2CC(=O)N(c3ccccc3)C2=O)cc1 (stereo not given)	4	-3%	-39%	-34	0%	16%	-8
CCOC(=O)c1ccc(NC(=O)c2ccccc2C)cc1	-2	?	-23%	86*	-4%	22%	53*
Cc1cccc(-n2c(C)n[nH]c2=S)c1C	-13	-8%	.	-4	?	-9%	9
COc1ccc(C(=O)NC2CCN(C(=S)NCc3ccco3)CC2)cc1	-16	-4%	?	1	0%	-4%	-1
O=C(Cn1c(=O)cnc2ccccc21)NNC(=O)c1ccc(Cl)cc1	-3	-22%	-13%	.	.	121%[activator]	.
O=c1cc(Cn2ccnc2)c2cc3c(cc2o1)CCC3	-26	-1%	-18%	31	9%	-18%	1
Cc1c(C)n(C)c2ccc(C(=O)NCCc3ccco3)cc12	-21	-10%	-13%	69*	1%	-24%	39*
CCOC(=O)C(NC(C)=O)(Nc1ccc(S(=O)(=O)Nc2ccncn2)cc1)C(F)(F)F (stereo not given)	-5	-5%	-16%	30	-3%	-2%	-6
O=c1c2c([nH]c3ccccc13)CCCCC2	-19	3%	-10%	-6	-2%	1%	-5
COc1ccc(-c2csc(NC(=O)CSc3n[nH]c(N)n3)n2)cc1	-9	3%	-33%	31	?	23%	12
Oc1ccc(/C=N/NP(=S)(c2ccccc2)c2ccccc2)cc1	-17	-8%	-47%	4	0%	0%	2
O=S(=O)(Nc1cccnc1)c1ccc(C2CCCCC2)cc1	-66*	-11%	-31%	-13	23%	1%	-5
C=C(C)C(=O)Nc1cccc(C2=NOC3(C2)C[C@@H](C(N)=O)N(C(=O)[C@H]2CCC(=O)N2)C3)c1 (stereo not given in full)	3	2%	-8%	-6	6%	2%	-1
Nc1ccc(C2(c3ccc(N)cc3)C(=O)Nc3ccccc32)cc1	-62*	?	-12%	-7	?	-6%	-1
O=C(CSc1nnc(-c2ccccc2Br)o1)Nc1nncs1	-3	-7%	-23%	11	3%	18%	11
Cc1cc(C)c(NC(=S)N(Cc2cccnc2)Cc2ccco2)c(C)c1	?	?	-5%	-4	4%	-9%	-1
CCNC(=O)N1CCCC(C(=O)c2ccc(OC)c(OC)c2)C1 (stereo not given)	38	0%	-10%	-3	-2%	0%	-1
CC1CN(Cc2c(O)ccc3c2oc(=O)c2ccccc23)CC(C)O1 (stereo not given)	?	0%	11%	-9	16µM*	?	6
CCOc1ccc(C(=O)NCC(=O)OCc2c(C)noc2C)cc1OCC	10	-10%	0%[11.4 µM]	10	4%	3%	-1
COc1ccc(CCNC(=O)c2c(C)nc3ccccn23)cc1OC	34	-2%	2%	-12	0%	0%	-3
CCOP(=O)(OCC)C(NC(=O)Nc1ccccc1)C(N)=O (stereo not given)	70	-12%	-10%	-3	4%	24%	-2
S=C(c1ccc(Cl)cc1)N1CCOCC1	-25	-3%	-17%	-13	2%	0%	-5
Cc1ccc(-n2c(Cc3cccs3)nnc2SCC(=O)OC(C)C)cc1	-25	1%	44%	8	3%	-19%	18
COC(=O)c1sccc1NC(=O)CSc1ccccc1N	11	0%	-3%[2.29 µM]	20	-10%	-2%	8
CCOC(=O)N1CCC2(CC1)C(C#N)=C(N)OC1=C2C(=O)CC(C)C1 (stereo not given)	3	-9%	-20%	-16	1%	6%	1
COc1ccc(C2=NN(C(=O)CN3CCCCC3)C(c3ccc(C)cc3)C2)cc1 (stereo not given)	-39	-8%	76%[activator]	-13	3%	-4%	-4
C=CCNc1nc(Cl)ncc1F	-10	?	-2%	-14	0%	5%	-8
COC(=O)c1sc(NC(=O)Cc2cccs2)nc1C	34	-3%	-5%	70*	3%	-2%	33*
CC(C)(C)N(Cc1ccccc1)C(=O)CSc1nnc(CNc2ccc(F)cc2)o1	1	1%	.	2	-2%	-8%	-3
COc1cc(S(=O)(=O)Nc2ccc(Br)cc2)ccc1N	-18	-10%	-29%	7	4%	-5%	7
c1ccc(C2CC(c3cccs3)=NN2c2ccccc2)cc1 (stereo not given)	-1	12%	-29%	94*	0%	191%[activator]	33*
CCCCN1C(=O)c2ccc(C(=O)Nc3ccccc3N3CCOCC3)cc2C1=O	?	0%	-1%	-18	0%	-11%	15
COC(=O)CCCC1=CC2=CC(=O)C(C)(OC(=O)c3cccs3)C(=O)C2=CN1Cc1ccccc1 (stereo not given)	-4	1%	107%[activator]	-4	?	14%	2
CCCCC(=O)NC1(C(F)(F)F)C(=O)Nc2c1c(=O)[nH]c(=O)n2Cc1ccco1 (stereo not given)	70	-9%	-10%	13	0%	3%	-1
Cc1cc(/C=C(/C#N)c2nc3ccccc3[nH]2)c(C)n1-c1cc(C(=O)O)cc(C(=O)O)c1	18	?	-14%	-10	1%	11%	-1
CCC(CC)c1nnc(NC(=O)C2CCN(C(=O)c3ccco3)CC2)s1	-9	0%	31%[activator]	5	2%	5%	-2
CCC(C(=O)Nc1cc(OC)c(NC(=O)c2ccccc2)cc1OC)c1ccccc1 (stereo not given)	4	0%	-14%	3	0%	0%	-2
O=C(C1CCC(C(=O)N2CCc3ccccc32)CC1)N1CCc2ccccc21 (stereo not given)	-20	-13%	-14%	1	0%	2%	-2
